Assay outcomes from PubChem BioAssay.
CHRM4 agonist – agonists of human muscarinic M4 receptor (CHRM4). 360,000 compounds, 0.14% hits. activation, % at 3 µM. P08173. CHO-K1 hM4/Gqi5, Fluo-8 calcium fluorescence; vehicle 0%, full acetylcholine response 100%;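 active means activation above the run mean over all test wells plus 3 SD, cut at about 32% in these data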;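 further: peak over basal fluorescence ratio per well then scaled between controls; 0% = DMSO wells and 100% = acetylcholine at EC100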
Target sequence (P08173 whole entry, looked up): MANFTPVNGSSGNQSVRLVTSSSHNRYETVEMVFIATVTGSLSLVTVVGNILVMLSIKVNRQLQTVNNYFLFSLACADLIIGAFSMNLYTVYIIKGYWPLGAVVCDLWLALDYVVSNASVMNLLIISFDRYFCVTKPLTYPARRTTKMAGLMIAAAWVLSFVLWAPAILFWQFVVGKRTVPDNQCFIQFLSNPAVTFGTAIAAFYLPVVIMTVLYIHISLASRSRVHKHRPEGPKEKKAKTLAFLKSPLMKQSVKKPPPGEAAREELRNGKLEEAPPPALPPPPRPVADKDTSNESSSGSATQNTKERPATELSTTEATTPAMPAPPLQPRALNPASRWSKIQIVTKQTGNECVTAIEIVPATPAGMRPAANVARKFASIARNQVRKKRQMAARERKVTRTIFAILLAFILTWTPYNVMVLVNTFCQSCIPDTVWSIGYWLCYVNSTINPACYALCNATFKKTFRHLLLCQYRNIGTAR
CHO-K1 Ca antag – nonselective inhibitor or artifact in parental CHO-K1 cells | 360,000 compounds, 0.6% hits | ATP-induced calcium, Fluo-8 fluorescence | inhibition, % at 3 µM;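 active means inhibition above a per-plate cutoff, the plate's mean sample inhibition plus 3 SD, cut at about 24% in these data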;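 further: 0% = DMSO plus EC80 ATP and 100% = DMSO alone without ATP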
CHO parental Ca – signal in parental CHO cells, OX1R antagonist counter-screen. parental CHO-K1, ATP-induced calcium, Fluo-8 fluorescence. inhibition, % at 5.6 µM. 330,000 compounds, 0.63% hits;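 active means inhibition above that plate's mean sample inhibition plus 3 SD, cut at about 26% in these data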;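 further: 0% = ATP-challenged DMSO wells and 100% = DMSO wells without ATP; some compounds past the cut are filed as inactive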
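Material – parental CHO cells · Reagent – ATP stimulus · Compound – single nominal dose of 5.6 µM per compound · Detection – Fluo-8 fluorescence · Read-out basis – percent inhibition of calcium signal · Controls – ATP-challenged DMSO wells low, unchallenged DMSO wells high · Repeats – no replicates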
OXTR potentiate – potentiators of human oxytocin receptor. CHO-OTR cells, Fluo-8 calcium fluorescence, potentiator mode; 0% = oxytocin EC15, 100% = EC100. activation, % at 3 µM. 320,000 compounds, 0.061% hits. AID 2445;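 active means activation above that plate's cutoff, the mean activation of tested compounds plus 3 SD, cut at about 6.6% in these data, passing the limit was not always enough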;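 further: 100% uses oxytocin at 75 nM as the full agonist control; some results filed as inactive read as strong as hits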
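System: human OTR in CHO cells; Also added: sub-maximal oxytocin, roughly EC15; Timing: compound 6 min at room temperature before oxytocin, 100 s read; Technique: Fluo-8 intracellular calcium fluorescence, ex 470-495, em 515-575 nm; Controls: oxytocin EC15 low and EC100 high; Replication: singlicate.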
CHRM1 antagonist – antagonists of human M1 muscarinic receptor; P11229; AID 588852; CHO-K1 hM1, Fluo-8 calcium fluorescence, ACh EC80 antagonist; inhibition, % at 3 µM; 360,000 compounds, 1.3% hits;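 active means percent inhibition above its own plate's cutoff, namely the mean of that plate's compound wells plus 3 SD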;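 further: peak over basal fluorescence ratio during 140 s after agonist addition; 0% = ACh EC80 plus DMSO and 100% = DMSO alone without agonist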
Target sequence (P11229 whole entry, looked up): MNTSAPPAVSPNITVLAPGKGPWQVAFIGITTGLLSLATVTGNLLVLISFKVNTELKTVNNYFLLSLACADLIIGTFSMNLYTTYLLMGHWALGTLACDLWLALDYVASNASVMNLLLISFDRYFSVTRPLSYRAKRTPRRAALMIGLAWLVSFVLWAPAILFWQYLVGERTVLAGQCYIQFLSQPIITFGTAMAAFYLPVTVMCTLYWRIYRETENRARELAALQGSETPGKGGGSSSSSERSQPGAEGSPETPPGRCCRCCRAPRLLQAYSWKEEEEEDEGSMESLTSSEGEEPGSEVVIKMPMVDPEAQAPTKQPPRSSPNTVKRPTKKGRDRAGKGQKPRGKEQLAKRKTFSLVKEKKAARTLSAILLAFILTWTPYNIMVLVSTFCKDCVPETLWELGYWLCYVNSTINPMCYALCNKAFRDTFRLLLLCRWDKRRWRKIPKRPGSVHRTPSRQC
CHRM1 agonist – agonists of human M1 muscarinic receptor | activation, % at 3 µM | P11229 | AID 588814 | 360,000 compounds, 0.33% hits | CHO-K1 hM1, Fluo-8 calcium fluorescence, agonist mode; 0% DMSO, 100% acetylcholine EC100;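 active means activation above the run's mean compound activation plus 3 SD, cut at about 16% in these data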;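 further: peak over basal fluorescence ratio within a 140 s kinetic read after compound addition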
M1 ag parental – counter-screen for M1 agonists: effect in parental CHO-K1 cells | activation, % at 3 µM | Fluo-8 calcium fluorescence; scaled to maximal ATP response, vehicle zero | 360,000 compounds, 0.48% hits | AID 602248; in the data active means activation above about 15%;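 further: untransfected CHO-K1 host cells lacking M1 receptor as counterscreen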
M1 PAM – positive allosteric modulators of human M1 muscarinic receptor; CHO-K1 hM1, Fluo-8 calcium fluorescence, ACh EC20; 0% = ACh EC20, 100% = maximal ACh; 360,000 compounds, 0.088% hits; AID 588819; P11229; activation, % at 3 µM; in the data active means activation above about 19%, passing the limit was not always enough
M4 antag – blocks acetylcholine activation of human M4 receptor; P08173; CHO-hM4 cells, ACh EC80, Fluo-8 calcium fluorescence; inhibition, % at 3 µM; 360,000 compounds, 0.73% hits; AID 624125;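 active means inhibition above its plate's cutoff, the mean inhibition of sample wells plus 3 SD, cut at about 27% in these data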;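 further: 0% = acetylcholine EC80 with DMSO and 100% = DMSO without agonist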
Starred values were filed as active, the others as inactive; . = no result given.

SMILES	CHRM4 agonist	CHO-K1 Ca antag	CHO parental Ca	OXTR potentiate	CHRM1 antagonist	CHRM1 agonist	M1 ag parental	M1 PAM	M4 antag
CC(=O)Nc1ccc(N/C(C)=C/C(=O)c2cccnc2)cc1	0	6	3	3	-9	-2	-0.2	6	-4
O=C(COc1ccc(/C=N/NS(=O)(=O)c2ccccc2)cc1)NCCc1ccccc1	11	12	-8	-3	16	-2	2.9	-6	4
COc1cc(N)c2ncccc2c1OC	1	-6	.	.	-9	0	0.3	4	-1
CCCOc1ccc(OCCN2CCCC(C)C2)cc1 (stereo not given)	1	-13	0	4	28*	-7	1.3	-23	16
Cc1ccc(-n2nnnc2SC(C)C(N)=O)c(C)c1 (stereo not given)	0	13	-7	-4	-4	-3	-0.2	2	6
Cn1c(-c2cccc(Br)c2)cnc1NCc1ccccc1O	2	-2	.	.	-5	-8	2.0	1	11
Cc1ccc(C(=O)O/N=C\c2ccc(N3CCCCC3)c([N+](=O)[O-])c2)cc1	0	-15	-20	-2	0	-4	1.0	1	5
CCN(CC)CC(C)OC(=O)COc1ccc(OC)cc1 (stereo not given)	1	-6	-4	0	-7	-3	1.0	9	16
CN(C)/C=N/c1ncn(-c2ncc(C(F)(F)F)cc2Cl)n1	10	-1	-4	-9	6	-6	3.2	1	6
O=C1CC(N2CCSCC2)C(=O)N1c1ccc(F)cc1 (stereo not given)	1	-7	-11	0	-12	-1	-0.1	3	0
O=C(c1ccco1)N1CCN(C(c2cccs2)c2sc3ncnn3c2O)CC1 (stereo not given)	0	-7	-6	-4	-1	-3	0.2	1	10
FC(F)(F)c1cccc(N2CCC(N=CN3CCCCCC3)=N2)c1	2	-8	-14	2	-2	-8	1.0	-3	-6
O=C(c1ccc(N2C(=O)C3C4CC(C(Br)C4Br)C3C2=O)cc1)N1CCCCC1 (stereo not given)	5	-5	.	.	-8	3	3.4	12	8
CC1Cc2ccccc2N1C(=O)CN1CCN(Cc2ccccc2)CC1 (stereo not given)	1	14	-8	-4	10	-10	5.4	1	-1
COc1ccc(CCNC(=O)CSc2nnnn2Cc2ccc3c(c2)OCO3)cc1OC	3	-4	1	-3	-1	2	1.0	8	-3
CCOc1ccc(NC(=O)NNC(=O)COc2ccc3ccccc3c2)cc1	1	-5	-4	-8	1	-3	1.2	20	-5
COC(=O)[C@]1(Cc2ccccc2)N[C@H](CN(C)S(=O)(=O)c2ccc(C(C)(C)C)cc2)[C@@H]2C(=O)N(C)C(=O)[C@@H]21	0	-7	-18	-2	-2	-2	0.2	1	-8
CN(CC(=O)Nc1ccc(Cl)cc1)C(=O)CCc1nc2sc3c(c2c(=O)[nH]1)CCCC3	1	-6	-19	11	-15	-2	0.9	13	-1
CC1CCC(NC(=O)C(NC(=O)c2ccccc2)C(C)C)CC1 (stereo not given)	0	-1	-14	0	12	-3	-0.3	-2	-1
Cc1ccc(S(=O)(=O)N2CCCN(C(=O)c3ccc(-n4cccn4)cc3)CC2)cc1	5	-7	-29	-5	10	-3	0.7	7	4
COCc1cc(C)nc2sc(C(=O)N3CCN(c4ccccc4)CC3)c(N)c12	2	-9	-16	-5	-4	3	0.3	10	-5
CCOC(=O)Nc1ccc2c(COC(=O)CN(C)S(=O)(=O)c3ccc(C)cc3)cc(=O)oc2c1	1	-16	-2	0	-10	-3	0.1	7	3
CCOc1cccc2sc(=NC(=O)CCS(=O)(=O)c3ccccc3)n(CC)c12	1	-11	-21	-10	-5	-3	0.8	2	0
O=c1c(-c2nc3ccccc3s2)cccn1Cc1ccc(Cl)c(Cl)c1	1	6	-23	-5	-6	-1	0.1	12	-4
COCCn1c(C2CCCCC2)nc2sc3ccccc3c(=O)c2c1=O	-1	1	-10	-3	8	-3	-0.1	2	7
COc1ccc(C(=O)Nc2ccccc2C(=O)N2CCOCC2)cc1	2	-6	-2	-11	10	-4	0.3	-6	15
O=c1[nH]c2ccccc2n2c(-c3ccncc3)nnc12	1	0	.	.	-15	-1	0.5	-1	2
CC(=O)NC(c1ccccc1)c1c(O)ccc2ccccc12 (stereo not given)	2	-13	-14	-5	5	0	1.6	-3	2
CCOC(=O)CCCSc1nc2sc(C)c(C)c2c(=O)[nH]1	-2	-1	-19	-3	8	-12	-0.6	-6	6
CCOc1cc(CNCCc2c[nH]c3ccccc23)cc(Cl)c1OCC(N)=O	5	-10	-10	-5	-5	-7	1.8	0	-10
CCN(CC)c1nc(Oc2ccc(=O)[nH]n2)nc(N2CCOCC2)n1	1	-3	-13	-2	-8	-4	0.5	7	-1
O=C(Nc1nnc(SCc2ccccc2Cl)s1)c1cccc([N+](=O)[O-])c1	2	-10	-15	-9	2	-3	5.1	3	1
CCCCCCn1c(=O)n2n(c1=O)[C@@H]1CN(S(=O)(=O)c3ccc(C)cc3)C[C@]1(O)[C@@H](OC(=O)Nc1cccs1)C2	2	-5	.	.	-10	-8	0.6	7	-4
CCOc1ccc(N2C(=O)S/C(=C\c3ccc(O)c(OC)c3)C2=O)cc1	2	-2	3	-1	-6	-1	1.1	2	7
COc1ccc(NCC(=O)N/N=C/C2CCCCC2)cc1	0	-1	-5	2	-14	-3	-0.1	15	3
O=C(CSc1ccccc1F)NC1CCS(=O)(=O)C1 (stereo not given)	1	-5	-14	-5	-13	-6	0.2	11	-4
COc1ccc(CCNC(=O)C23CN(Cc4ccccc4)CC2C(c2cccc([N+](=O)[O-])c2)=NO3)cc1 (stereo not given)	4	-15	-18	-5	-5	-7	0.0	-2	13
CN1CCCN(c2ncnc3scc(-c4ccc(F)cc4)c23)CC1	1	-5	-6	5	17	-11	0.4	-26	14
Oc1c(/C=C/C=C/C=Nc2ccccc2)sc(=S)n1Cc1ccccc1	2	-12	-10	-3	-14	-4	2.9	8	4
COc1cc(-n2c(N)c(C(=O)NCc3ccco3)c3nc4ccccc4nc32)cc(OC)c1OC	14	16	-1	-14	19	-2	1.9	-8	8
Cc1ccc(C)c(N(CC(=O)NCc2ccccc2)C(=O)c2csnn2)c1	0	-10	-9	-4	-6	-4	1.3	13	12
Cc1ccc(-n2nc3c(c2NC(=O)c2ccc4c(c2)OCO4)CS(=O)(=O)C3)cc1	2	-4	-11	0	-6	-1	0.6	3	-11
Cc1ccc(NC(=O)Nc2cccnc2)cc1	2	-5	4	0	-16	-2	1.5	12	-2
CCn1c(/C=C2/C(=O)N(C)c3ccccc32)nc2ccccc2c1=O	6	10	-21	-15	2	-3	1.3	0	9
O=C1CCCC2=C1C(c1ccccc1O)C1=C(CCCC1=O)O2	0	14	-2	-4	-6	-3	0.1	6	2

Quoted at random: 3 records from the list, in no set order.
SMILES	CHRM4 agonist	CHO-K1 Ca antag	CHO parental Ca	OXTR potentiate	CHRM1 antagonist	CHRM1 agonist	M1 ag parental	M1 PAM	M4 antag
CCOc1ccc(N2C(=O)S/C(=C\c3ccc(O)c(OC)c3)C2=O)cc1	2	-2	3	-1	-6	-1	1.1	2	7
CN1CCCN(c2ncnc3scc(-c4ccc(F)cc4)c23)CC1	1	-5	-6	5	17	-11	0.4	-26	14
CCCCCCn1c(=O)n2n(c1=O)[C@@H]1CN(S(=O)(=O)c3ccc(C)cc3)C[C@]1(O)[C@@H](OC(=O)Nc1cccs1)C2	2	-5	.	.	-10	-8	0.6	7	-4

Additional compounds.
SMILES	CHRM4 agonist	CHO-K1 Ca antag	CHO parental Ca	OXTR potentiate	CHRM1 antagonist	CHRM1 agonist	M1 ag parental	M1 PAM	M4 antag
O=C(CCCn1c(=O)[nH]c2ccsc2c1=O)NC1CCCCC1	0	-5	-8	-10	-15	-1	-0.3	18	-17
O=C(C(c1ccccc1)c1ccccc1)N1CCOCC1	1	1	-11	-13	3	-4	0.4	3	1
CN1CCCc2cc3c(C(F)(F)F)cc(=O)oc3nc21	1	9	5	-9	17	-4	0.4	-12	-1
CC(=O)Nc1ccc(Nc2cc(C(C)C)nc3c(-c4ccccc4)c(C)nn23)cc1	1	-8	-31	1	-10	0	1.3	15	5
N#CCCn1cc(/C=N/NC(N)=S)c(-c2ccccc2)n1	0	-1	-3	-4	12	0	0.0	-2	-1
CCN(CC)c1ccc(/C=N/NC(=O)c2ccco2)cc1	1	5	-8	-2	-3	-6	9.0	7	-5
COc1cc2c(cc1NC(=O)/C=C/c1ccccc1)oc1ccccc12	2	-16	-16	-3	-5	-7	0.1	-1	-8
COc1ccc(CN2C(=O)c3ccccc3C2C(=O)NC2CCCC2)c(OC)c1 (stereo not given)	1	-9	-11	-2	-6	0	0.1	3	0
COc1cc(NC2c3ncccc3C(=O)N2Cc2ccco2)cc(OC)c1 (stereo not given)	0	-18	-12	-5	12	-6	0.1	-4	4
CCCOc1ccc(/C(O)=C2/C(=O)C(=O)N(CCN(C)C)C2c2ccc(O)c(OC)c2)cc1 (stereo not given)	3	10	.	.	-9	2	-0.1	8	-3
Cc1ccc(O)c(NC(=O)Cc2ccc3ccccc3c2)c1	2	4	-11	-5	-22	0	2.1	8	3
O=C(NNc1ccc(-c2csnn2)cc1)c1ccccc1C(F)(F)F	2	-11	-13	-5	-15	-2	1.2	8	6
Cc1ccc(OCC(=O)NCCC2=CCCCC2)cc1	1	-3	-11	-5	-16	-6	0.1	14	-1
O=C(NNc1nccc(C(F)(F)F)n1)Nc1cccc(Cl)c1	1	-9	5	-19	-6	-3	2.0	5	2
COc1cccc(CN(C)Cc2nc3cc(C(F)(F)F)ccc3c(=O)[nH]2)c1	2	-14	-23	-5	-6	-1	3.2	4	2
O=C(NC(=S)NCc1ccccc1)c1ccccc1	-1	9	-3	-7	8	-7	-0.5	-4	-6
Cc1cc(NC(=O)c2ccoc2C)no1	-1	-6	-14	-5	-7	-1	0.0	6	2
O=C(Nc1nc(-c2cccs2)cs1)c1ccco1	2	1	-26	-13	-10	1	-0.2	3	-9
COc1ccc(/C=C(\C#N)c2nc3ccc(C)cc3[nH]2)cc1Oc1ccc(C(F)(F)F)cc1[N+](=O)[O-]	1	-7	3	-2	5	-4	0.9	0	3
Nc1c(-c2ccccc2)c(CN2CCOCC2)nn1-c1ccc(F)cc1	1	5	-17	-3	-6	-8	0.4	10	-2
NS(=O)(=O)c1ccc(Nc2nc(-c3ccc4ccccc4c3)cs2)cc1	7	-15	25	-10	-13	1	0.6	8	37*
COC(=O)c1c(C)[nH]c(C(=O)/C=C/c2ccc(C)cc2)c1C	6	1	-6	-13	-6	0	4.3	0	10
CN(C)/C=N/c1sc2c(c1C#N)CCCC2	1	-4	1	-6	-8	-6	0.3	12	-2
COc1ccc(N2CCN(C(=S)Nc3ccccc3)CC2)cc1	1	0	-5	-3	-9	-2	2.0	5	-3
CCOC(=O)c1cc2cc(OC)ccc2nc1C	-1	8	-15	-1	8	-3	-0.3	-4	16
O=P(O)(CCCP(=O)(O)CCc1ccccc1)CCc1ccccc1	0	-4	6	0	6	-1	0.8	0	10
COc1ccc(-c2cc(C(=O)Oc3ccc([N+](=O)[O-])cc3)c3ccccc3n2)cc1	2	-7	-4	-18	-3	-1	1.5	3	-5
CC(=NCc1ccco1)c1c(O)n(C2CCCCC2)c(=O)[nH]c1=O	0	-20	-12	-19	-5	1	0.3	14	11
CCc1c(C)nc2nc(NC(C)=O)[nH]n2c1=O	1	5	0	-6	-10	-1	0.1	12	-9
